PfGluPho inh: PfG6PD enzyme inhibitors, primary screen, biochemical, fluorescence intensity, uHTS | glucose-6-phosphate dehydrogenase-6-phosphogluconolactonase (Plasmodium falciparum 3D7) | PfGluPho enzyme, NADPH resazurin-diaphorase fluorescence | inhibition, % at 20 µM | 350,000 tested, 0.78% active | AID 504690, 2011;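 active = inhibition reaching at least a set limit at 20 µM in the primary screen, cut at about 59% in these data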;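 also: 0% = DMSO wells with substrate and 100% = DMSO wells lacking glucose-6-phosphate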
HKDC1 inhibitor: HKDC1 hexokinase inhibitors, primary screen, biochemical, fluorescence, uHTS | Q2TB90 | recombinant HKDC1, G6PDH/diaphorase resazurin coupled fluorescence | inhibition, % at 20 µM | 340,000 tested, 0.16% active | AID 493160, 2011;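 active = inhibition above about 35% when tested at 20 µM, limit read from the data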;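 also: plate controls were DMSO wells with enzyme for no effect and DMSO wells lacking enzyme for full effect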
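Test system: recombinant HKDC1 (HK5) hexokinase enzyme, produced in-house / Doses: 20 µM test compound, 1% DMSO / Timing: 90 min, room temperature / Detection: G6PDH/diaphorase-coupled fluorescence, 1 mM NADP, 100 µM resazurin, 525/613 nm / Control set: DMSO wells with and without enzyme mix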
SENP8 block: human SENP8 protease inhibitors, primary screen, biochemical, fluorescence, Nedd8 protein substrate, uHTS; inhibition, % at 20 µM; recombinant SENP8; Sentrin-specific protease 8 (Homo sapiens), Q96LD8; 360,000 tested, 0.64% active; in the data active = inhibition mostly above about 40%, no sharp cut-off; inactive = mostly below about 27%
Target sequence (Q96LD8 whole entry, looked up): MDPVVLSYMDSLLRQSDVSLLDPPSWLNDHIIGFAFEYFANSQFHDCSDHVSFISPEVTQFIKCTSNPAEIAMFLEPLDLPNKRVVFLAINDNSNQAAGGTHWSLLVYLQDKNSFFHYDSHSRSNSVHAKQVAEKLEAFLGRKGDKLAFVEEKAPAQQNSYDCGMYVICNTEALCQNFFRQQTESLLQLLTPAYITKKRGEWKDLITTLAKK
SENP6 block: SENP6 protease inhibitors, primary screen, biochemical, luminescence, uHTS; 330,000 tested, 1.8% active; inhibition, % at 10 µM; Sentrin-specific protease 6 (Homo sapiens), Q9GZR1; Recombinant SENP6 catalytic domain, aminoluciferin luminescence;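 active = inhibition above about 50% at the single tested dose, limit read from the data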;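 also: plate controls were DMSO wells with enzyme for no effect and DMSO wells lacking enzyme for full effect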
MPTP inh: mitochondrial permeability transition pore inhibitors, primary screen, biochemical, isolated mouse mitochondria, absorbance; Ca2+ swelling absorbance, 30 min; inhibition, % at 10 µM; 360,000 tested, 1.4% active;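 active = inhibition of 50% or more, scaled per plate between neutral and stimulator controls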;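 also: 0% = DMSO wells given calcium and 100% = 1 mM EGTA wells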
GRIN3A LBD mod: binders of NR3A ligand-binding domain, primary screen, biophysical, differential scanning fluorimetry, uHTS. Tm shift relative to glycine control, % at 25 µM. NR3A LBD differential scanning fluorimetry, Tm shift; 0% = protein alone, 100% = glycine-bound protein. 340,000 tested, 2.5% active;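 active = melting temperature shift of at least 10% of the positive control shift, at one fixed dose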
SENP7 block: SENP7 protease inhibitors, primary screen, biochemical, luminescence, uHTS | 330,000 tested, 1.5% active | Sentrin-specific protease 7 (Homo sapiens), Q9BQF6 | inhibition, % at 5 µM | recombinant SENP7, Z-RLRGG-aminoluciferin luminescence, 40 min | AID 434973, 2010;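 active = inhibition above about 50% at the single test dose, limit read from the data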;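 also: plate controls were DMSO with enzyme for no effect and no enzyme buffer wells for full effect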
Target sequence (Q9BQF6 706-1050 limits assumed): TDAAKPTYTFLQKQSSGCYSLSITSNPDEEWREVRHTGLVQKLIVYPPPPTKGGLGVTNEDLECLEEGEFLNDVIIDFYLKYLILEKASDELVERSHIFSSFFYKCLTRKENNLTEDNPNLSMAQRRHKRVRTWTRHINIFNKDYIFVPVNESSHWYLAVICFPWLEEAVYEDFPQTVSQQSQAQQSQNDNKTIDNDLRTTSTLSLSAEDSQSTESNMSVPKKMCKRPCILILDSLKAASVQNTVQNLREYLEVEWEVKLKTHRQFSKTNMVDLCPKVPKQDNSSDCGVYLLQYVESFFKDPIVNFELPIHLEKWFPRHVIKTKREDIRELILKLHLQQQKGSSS
ATG4B inhibitor: ATG4B protease inhibitors, primary screen, biochemical, fluorescence, uHTS. ATG4B cleavage of LC3-PLA2, NBD-HPC fluorescence, 1 h. inhibition, % at 8.33 µM. Cysteine protease ATG4B (Homo sapiens), Q9Y4P1. 340,000 tested, 0.51% active; in the data active = inhibition above about 40%
Target sequence (Q9Y4P1 whole entry, looked up): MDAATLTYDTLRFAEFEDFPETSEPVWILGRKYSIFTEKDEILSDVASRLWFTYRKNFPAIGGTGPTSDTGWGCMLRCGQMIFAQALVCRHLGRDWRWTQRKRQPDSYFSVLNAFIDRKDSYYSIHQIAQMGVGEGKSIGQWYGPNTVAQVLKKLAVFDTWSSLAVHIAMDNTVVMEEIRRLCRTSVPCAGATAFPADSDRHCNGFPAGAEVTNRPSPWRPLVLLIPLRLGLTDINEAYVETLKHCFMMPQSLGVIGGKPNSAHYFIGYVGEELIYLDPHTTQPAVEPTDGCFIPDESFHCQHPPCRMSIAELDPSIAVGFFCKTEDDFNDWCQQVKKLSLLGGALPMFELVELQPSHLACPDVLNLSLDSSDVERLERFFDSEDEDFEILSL
Starred values were filed as active, the others as inactive; i = inactive; · = not tested or not shown.

item	structure	GRIN3A LBD mod	ATG4B inhibitor	SENP8 block	PfGluPho inh	SENP6 block	HKDC1 inhibitor	SENP7 block	MPTP inh
1	Nc1nccc(-c2cc(-c3ccc(Cl)cc3Cl)no2)n1	-1.7	-5.5	-208.2	-1.4	95.4*	-3.4	95.0*	1.7
2	Cc1cccc(-c2oc3ccc(-c4ccc5c(c4)OCO5)cc3c2C(=O)OCc2ccc(O)cc2)c1	-1.0	13.2	i	3.6	-4.9	-4.8	-6.1	0.9
3	Cn1cc(-c2ccccc2C(=O)O)c(=O)c2cc(Cl)ccc21	-1.0	3.4	-296.2	3.6	11.2	-5.6	6.2	-0.7
4	CCCCCc1c(C)nc(SCC(=O)O)[nH]c1=O	2.5	-0.5	13.1	8.9	-14.9	-7.0	3.5	-4.4
5	Cc1ccc2nc(SCC(=O)N3CCCC3)nc(=O)n2c1	6.6	-8.5	-75.8	-0.1	-16.4	-3.0	-1.7	-1.3
6	COc1cc([N+](=O)[O-])ccc1NC(=O)CSc1n[nH]c(C(C)C)n1	0.8	1.2	6.3	-4.5	3.4	-4.9	1.6	0.0
7	Cc1ccc(C)c(N2CCN(S(=O)(=O)c3ccc4c(c3)oc(=O)n4C)CC2)c1	2.0	-4.4	25.4	7.9	-15.9	7.5	-5.1	6.2
8	CCCn1nnnc1NCc1cccn1C	0.1	-2.6	3.9	3.4	-18.8	-17.9	1.4	-2.1
9	N#Cc1cnn(-c2cccc(Cl)c2)c1N	-6.6	-4.3	5.8	6.9	-19.9	-10.5	-1.2	0.8
10	CCOc1ccc(NC(=O)NNC(=O)c2cccnc2)cc1	2.5	-2.8	-0.3	3.5	-6.4	-4.5	3.3	0.5
11	O=C(NCCCN1CCOCC1)c1ccc(Cl)c([N+](=O)[O-])c1	1.1	6.0	30.8	-2.1	14.2	-1.9	-3.3	1.4
12	CSc1ccc(C(=O)C2CCCN(C(=O)c3cccnc3SC)C2)cc1 (configuration not stated)	-1.7	-6.0	5.8	-13.6	-24.3	-3.2	-12.2	5.2
13	Cn1cccc1-c1nc2ccc(NC(=O)c3cccs3)cc2[nH]1	16.1*	-12.5	-129.5	19.5	1.7	0.5	-4.8	5.9
14	COc1ccc(S(=O)(=O)N(C)CC(=O)NC2CCCCC2)cc1OC	4.1	-3.4	15.7	-17.8	1.6	2.3	10.0	-1.3
15	[O-][n+]1c2c(nn1-c1ccccc1)/C(=N/O)CCC2	3.9	-7.5	11.0	-1.4	4.2	-2.5	1.9	1.2
16	CCc1ccc(NC(=O)CSc2nc(=O)n(CCCN(C)C)c3c2CCC3)cc1	0.6	-4.7	8.9	14.8	9.4	-0.4	1.5	-0.8
17	COc1cccc(CSc2nc3ccccc3[nH]2)c1	0.2	-2.9	4.6	19.0	63.7*	4.2	80.6*	7.2
18	O=C(O)CSc1nnc(-c2ccncc2)n1C1CCCCC1	0.2	-11.8	28.7	-14.3	-18.2	4.5	6.9	1.4
19	CN(C)c1cccc(C(=O)NNC(=O)CSc2ccccc2)c1	-2.0	-4.0	-144.4	-7.0	-10.9	-7.5	-0.3	-2.6
20	COCc1nnc(NC(=O)CS(=O)(=O)c2ccc(C)cc2)s1	-1.3	9.7	12.5	-15.8	18.9	-3.6	-3.3	-0.7
21	CCOC(=O)C1CCN(CC(O)COc2ccc(S(=O)(=O)N3CCCC3)cc2[N+](=O)[O-])CC1 (configuration not stated)	-0.5	3.5	9.9	-21.8	-14.3	-5.7	8.5	-0.5
22	CC1Cc2ccccc2N1C(=O)CN1C(=O)CN(C)C(=O)c2ccccc21 (configuration not stated)	3.5	-16.3	-4.3	7.8	-3.7	-1.9	5.6	-2.0
23	COc1ccc(CC(=O)Nc2cccc3c2CCCC3)cc1	0.9	4.0	18.1	-4.8	-48.3	-5.3	-7.1	0.3
24	Cc1oc2cc(O)ccc2c(=O)c1-c1cnn(-c2ccccc2)c1	-11.8	-11.2	-379.6	-3.9	-5.8	1.0	-1.7	-2.4
25	Cc1cccc2cc(C#N)c(SCC(=O)NNC(=O)Cc3ccccc3)nc12	-2.3	14.4	-9.0	-12.7	-9.6	11.7	-8.6	-0.2

(more compounds)
item	structure	GRIN3A LBD mod	ATG4B inhibitor	SENP8 block	PfGluPho inh	SENP6 block	HKDC1 inhibitor	SENP7 block	MPTP inh
26	CN(Cc1cccs1)C(=O)Cc1csc(-c2ccccc2)n1	-2.4	-3.7	0.2	-1.4	-5.2	-5.5	-2.1	-3.1
27	C/C(Cn1nnc2ccccc21)=N\OC(=O)c1cc(F)c(F)cc1Cl	1.2	0.6	15.8	-7.3	-0.6	4.8	-5.3	-1.7
28	CCCOc1cccc(C(=O)NCCNC(=O)c2ccco2)c1	0.3	2.7	2.8	-1.4	13.8	-7.5	-1.5	0.3
29	CN(CCO)C(=O)C(c1ccccc1)c1ccccc1	3.4	4.6	-3.3	2.1	-9.7	-3.2	11.0	-0.1
30	COc1ccc(NC(=O)CN2C(=O)NC3(CCCCC3C)C2=O)cc1OC (configuration not stated)	1.9	-10.4	2.1	3.6	-8.9	-6.3	3.5	-2.3
31	Cc1ccc(/C=N/N2CCN(Cc3ccccc3)CC2)s1	2.3	12.3	21.8	-8.4	4.4	-2.0	-3.3	-2.2
32	COc1cc(C(=O)NCC(C)C)c([N+](=O)[O-])cc1OC	-1.5	-2.4	7.3	0.0	17.4	-6.2	4.0	-1.3
33	CCCSCCCNC(=O)c1ccc(NC(=O)C2=CSCCO2)cc1	3.5	1.2	-2.8	3.8	-3.9	-5.2	-0.9	-2.3
34	COc1ccccc1C=NN=Cc1ccccc1OC	2.7	-4.5	17.9	10.3	·	-0.2	·	0.0
35	COc1ccccc1S(=O)(=O)Cc1ccc(C(=O)NCCCN2CCN(c3ccc(F)cc3)CC2)o1	0.4	3.1	6.2	0.9	5.0	-3.1	9.9	-0.2
36	COc1ccc(C(=O)NCC(=O)OCC(=O)N2N=C(c3ccc(Cl)cc3)CC2c2ccco2)cc1OC (configuration not stated)	11.3*	-13.8	17.9	-13.3	-13.3	-0.2	-9.5	-2.3
37	C[C@]12C(=O)N(c3ccc(Br)cc3)C(=O)N1[C@@H]1c3ccccc3OC[C@@H]1[C@H]2c1ccccc1	-0.6	-0.5	8.7	4.7	-5.4	-2.2	-8.6	0.7
38	Cc1cc2ccccc2n2c(SCC(=O)Nc3ccc(S(=O)(=O)N4CCCCC4)cc3)nnc12	1.1	9.0	-12.8	-4.2	0.8	-7.5	7.8	-1.4
39	COCC1=C(C(=O)OC)C(c2ccco2)n2ncnc2N1 (configuration not stated)	-3.5	-1.9	22.0	-6.0	-11.6	-4.9	-14.1	1.9
40	CCc1nc2n[nH]c(N)c2c2c1CSC(C)(C)C2	0.3	-8.8	-13.8	-0.7	5.3	-2.4	4.0	0.2
41	O=c1c(-c2ccc(F)cc2)coc2cc(O)ccc12	-2.1	-15.3	-236.4	-16.4	86.3*	-3.6	-16.7	0.7
42	CC(C)(C)c1ccc(-n2nc(C#N)c(Cl)cc2=O)cc1	3.3	1.3	-114.8	9.6	-0.4	29.0	-0.3	-2.7
43	C=CCn1c(SCC(=O)N(C)c2c(N)n(Cc3ccccc3)c(=O)[nH]c2=O)nnc1-c1ccccc1OC	0.5	7.3	4.7	-3.4	-1.6	-1.6	0.3	-1.0
44	COCCNc1nnc(SC(C)C(=O)Nc2c(C)n(C)n(-c3ccccc3)c2=O)s1 (configuration not stated)	-1.7	1.9	9.1	5.5	-6.3	-3.5	4.1	-0.1
45	Cc1ccc(NC(=O)c2cc3ccccc3o2)nc1	-0.1	-0.4	-67.4	28.5	63.3*	0.0	64.8*	-0.6
46	Cc1ccc(S(=O)(=O)N2CCOCC2)cc1NC(=O)CN1CCN(C)CC1	-1.7	-8.0	3.4	3.4	-1.9	-4.0	-1.4	-0.6
47	Cc1cc(C)nc(NC(=O)c2c(-c3ccccc3Cl)noc2C)n1	-0.9	-13.5	6.9	-1.7	-11.2	-2.7	-0.5	-0.4
48	COc1cc(C)c(NC(=O)C(=S)NCCc2ccccc2)cc1C	0.8	3.4	16.9	55.2	6.2	-0.1	-0.6	5.7
49	COC(=O)C1=C(SC)N(c2ccc(OC)cc2)C(c2ccccc2)CC1=O (configuration not stated)	-5.0	21.4	22.2	-20.9	-7.4	1.0	5.2	-1.5
50	O=C(CN1C(=O)C2CCCCC2C1=O)N1CCN(c2ccc(F)cc2)CC1 (configuration not stated)	0.2	-11.0	7.5	-5.6	-9.0	-5.8	-2.1	-0.6

More results follow:
item	structure	GRIN3A LBD mod	ATG4B inhibitor	SENP8 block	PfGluPho inh	SENP6 block	HKDC1 inhibitor	SENP7 block	MPTP inh
51	CC1CCCN(C(=O)CCNS(=O)(=O)c2ccc3c(c2)oc(=O)n3C)C1 (configuration not stated)	3.3	-5.6	6.9	1.8	0.9	-3.4	3.5	0.5
52	CSc1nc(=S)n(-c2ccccc2)c(C)c1C(C)=O	-1.7	0.6	14.2	-6.8	9.0	-0.3	2.6	-1.5
53	CCCOc1ccc(CNC(=O)C2CCN(c3nn4c(=O)cc(C)nc4s3)CC2)cc1	0.2	-6.6	13.4	-8.1	9.2	-4.8	3.3	-1.7
54	CC(=O)Nc1ccc(NC(=O)CS(=O)(=O)c2cn(CC(=O)N3CCC(C)CC3)c3ccccc23)cc1	0.3	-1.6	3.4	-2.3	-2.9	-4.6	-2.4	0.0
55	CCN(CC)CCNC(=O)c1ccc(NC(=O)c2ccc(S(=O)(=O)N3CCCCCC3)cc2)cc1	1.0	2.3	-2.1	4.5	-8.7	3.7	-5.2	11.0
56	Cc1nc(N)sc1-c1csc(Nc2ncccn2)n1	-4.1	12.1	13.5	27.7	·	6.6	·	-0.4
57	COCCN(C(=O)COC(=O)C1COc2ccccc2O1)c1c(N)n(Cc2ccccc2)c(=O)[nH]c1=O (configuration not stated)	-1.9	-3.4	11.8	3.8	-26.9	-6.1	-1.7	0.1
58	CCCN(CCC)CCNS(=O)(=O)c1ccc2c(c1)CCN2C(=O)C1CCC1	-0.1	-11.7	12.8	-2.0	-0.5	-7.1	2.2	-1.1
59	Cc1nc2ccccn2c1C(=O)CSc1cccc(Cl)c1	4.0	-6.1	10.4	-3.6	-8.5	-8.5	3.3	-1.4
